TAG inh – triacylglycerol accumulation inhibition. H9c2 cells, Nile Red lipid (TAG) fluorescence; cells loaded with 200 µM oleic acid. inhibition, % at 12.5 µM. 230,000 compounds, 0.66% hits;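 active = pattern-corrected inhibition of lipid staining of at least 50% with the nuclear-stain viability signal not falling by more than 50%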;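 note: 0% = DMSO wells and 100% = triacsin C control wells; some results filed as inactive read as strong as hits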
TAG inh DAPI viability – also measured in TAG inh; calls as there; DAPI nuclei signal change (viability), lower = more cytotoxic, %;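 whole-well DAPI fluorescence read on a plate reader as a viability signal; minus 50 percent equals half of cells still viable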
Active calls of the source: *. The list is partial; rates above refer to the full screens.

What do the screens show for `O=C(Cn1cc2c(n1)CCCC2)NCCCN1CCN(Cc2ccccc2)CC1`?
TAG inh: -11; TAG inh DAPI viability: 9

What do the screens show for `Cc1ccc(-n2cnc3ncnc(-c4ccccc4)c32)cc1`?
TAG inh: -7; TAG inh DAPI viability: 0

What do the screens show for `O=C(/C=C/c1ccccc1Cl)Nc1cccnc1`?
TAG inh: -1; TAG inh DAPI viability: -4

How did COC(=O)C1=CN(CCOC23CC4CC(CC(C4)C2)C3)C=C(C(=O)OC)C1c1ccsc1 do in these assays?
TAG inh: -23; TAG inh DAPI viability: 48

Results for CS(=O)(=O)n1nc(NCc2cccs2)nc1NCc1cccs1 ?
TAG inh: -6; TAG inh DAPI viability: -4

Results for CCOC(=O)CCc1n[nH]c(=O)[nH]c1=O ?
TAG inh: -11; TAG inh DAPI viability: 14

What do the screens show for `O=C1[C@H]2[C@@H](c3ccc(C(F)(F)F)cc3)N[C@]3(CCCN(Cc4ccco4)C3=O)[C@H]2C(=O)N1Cc1ccccc1`?
TAG inh: 1; TAG inh DAPI viability: -8

Results for O=C(CCNS(=O)(=O)c1ccccc1C(F)(F)F)NC1CCCCCC1 ?
TAG inh: -3; TAG inh DAPI viability: 1

Results for COc1cccc(NC(=O)Nc2ccc3nc(C)c(C)nc3c2)c1 ?
TAG inh: 4; TAG inh DAPI viability: 12

How did Cc1cccc(C(=O)NC(=S)Nc2ccc(Cc3ccncc3)cc2)c1 do in these assays?
TAG inh: 16; TAG inh DAPI viability: -7

How did O=C1CNC(=O)/C1=C\N1CCN(C(c2ccccc2)c2ccccc2)CC1 do in these assays?
TAG inh: 3; TAG inh DAPI viability: -19

What do the screens show for `COc1cccc(NC(=O)C(C)N2C(=O)c3ccccc3S2(=O)=O)c1` (configuration not stated)?
TAG inh: 0; TAG inh DAPI viability: -4

Results for CC1(C)OC(=O)C(=CNc2ccccc2F)C(=O)O1 ?
TAG inh: 0; TAG inh DAPI viability: 1

Results for COc1ccc(-c2cn3c(C)c(C(=O)N4CCN(c5ccc(F)cc5)CC4)sc3n2)cc1 ?
TAG inh: -7; TAG inh DAPI viability: 10

What do the screens show for `CC(=O)N(Cc1ccc(F)cc1)C1=C(NCCc2ccccc2)C(=O)c2ccccc2C1=O`?
TAG inh: 137; TAG inh DAPI viability: -78

Results for O=C(Nc1ccc(Cl)cc1)N1CCN(Cc2ccc3c(c2)OCO3)CC1 ?
TAG inh: -21; TAG inh DAPI viability: 9

Results for Cc1cc(=O)oc2cc(OCC(=O)NCc3ccccn3)ccc12 ?
TAG inh: 0; TAG inh DAPI viability: -3

How did COc1ccc(NC(=O)CN2CCN(S(=O)(=O)c3cccs3)CC2)cc1Cl do in these assays?
TAG inh: 2; TAG inh DAPI viability: 3

How did O=C(Nc1ccccc1N1CCCCC1)C1CC(=O)N(c2ccccc2F)C1 (configuration not stated) do in these assays?
TAG inh: 4; TAG inh DAPI viability: -8

How did CNC(=S)Nc1ccc([N+](=O)[O-])c(C)c1 do in these assays?
TAG inh: -15; TAG inh DAPI viability: -2

How did CCCCCOC(=O)C1=C(C)NC(=O)NC1c1ccc(OC)cc1 (configuration not stated) do in these assays?
TAG inh: -3; TAG inh DAPI viability: -3

How did O=C(Cn1nnc(-c2ccc(Cl)cc2)n1)NC(=O)NC1CCCC1 do in these assays?
TAG inh: 3; TAG inh DAPI viability: 6

Results for CC(=O)Nc1c(C(=O)NCc2ccccc2)nnn1Cc1ccccc1 ?
TAG inh: 1; TAG inh DAPI viability: -2

How did COc1ccc(Cl)cc1NC(=O)CSc1nnc(C2CC2)n1N do in these assays?
TAG inh: 21; TAG inh DAPI viability: -4

What do the screens show for `CN(CC(=O)N1CCN(c2ncccn2)CC1)S(=O)(=O)c1ccc(Cl)cc1`?
TAG inh: -10; TAG inh DAPI viability: -5

Results for Cc1ccc(S(=O)(=O)NC(=O)C2(C)CCN2C(=O)c2ccccc2CCc2ccccc2)nc1 (configuration not stated) ?
TAG inh: 10; TAG inh DAPI viability: -11

What do the screens show for `CCOC(=O)c1c(C)[nH]c(C(=O)OCC(=O)Nc2cc(C)ccc2OC)c1C`?
TAG inh: -11; TAG inh DAPI viability: 2

What do the screens show for `S=C(NCc1cccs1)Nc1cccc2ccccc12`?
TAG inh: -11; TAG inh DAPI viability: 9

Results for Cn1cnnc1SCC(=O)N1N=C(c2ccc(Cl)cc2)CC1c1ccco1 (configuration not stated) ?
TAG inh: -2; TAG inh DAPI viability: -2

Results for C#CCOCCOCCOCCNc1nc(N2CCN(C(=O)[C@H](CCC(=O)O)n3cc(C(N)Cc4ccc(O)cc4)nn3)CC2)nc(N2CCN(C(=O)[C@H](CCC(=O)O)n3cc(C(N)[C@H](C)CC)nn3)CC2)n1 (some centres not stated) ?
TAG inh: -8; TAG inh DAPI viability: 4

What do the screens show for `O=C(NC1CCCCC1)c1ccc(-n2cnnn2)cc1`?
TAG inh: 5; TAG inh DAPI viability: -7

Results for CCOC(=O)c1ccc(S(=O)(=O)N2CCN(C3CC(=O)N(c4ccccc4C(F)(F)F)C3=O)CC2)cc1 (configuration not stated) ?
TAG inh: 16; TAG inh DAPI viability: 7

What do the screens show for `CSc1cc(/C=N/O)c(SC)s1`?
TAG inh: -9; TAG inh DAPI viability: 4

What do the screens show for `Brc1ccc(CNc2cc3c(cc2Br)OCCO3)cc1`?
TAG inh: 5; TAG inh DAPI viability: -9

What do the screens show for `CC(C(=O)Nc1nc2ccccc2s1)n1cc([N+](=O)[O-])cn1` (configuration not stated)?
TAG inh: 1; TAG inh DAPI viability: -5

What do the screens show for `CS(=O)(=O)N1CCCCC1c1cc(C(=O)Nc2cccc(C#N)c2)no1` (configuration not stated)?
TAG inh: 62; TAG inh DAPI viability: -52

Results for CC1(C2CC2)NC(=O)N(CC(=O)N2CCN(c3ccccc3F)CC2)C1=O (configuration not stated) ?
TAG inh: 1; TAG inh DAPI viability: -6

How did COc1ccc2c(C)nc(Nc3nc(C)cc(C)n3)nc2c1 do in these assays?
TAG inh: -10; TAG inh DAPI viability: -4

What do the screens show for `CS(=O)(=O)N(CCc1ccccc1)CC(=O)NCc1cccnc1`?
TAG inh: -1; TAG inh DAPI viability: 0

How did COC(=O)c1ccccc1NC(=O)C(=O)NCc1ccncc1 do in these assays?
TAG inh: -2; TAG inh DAPI viability: 8

What do the screens show for `COc1ccc(CN(C)CC(=O)NC(C)c2ccccc2)cc1OC` (configuration not stated)?
TAG inh: 2; TAG inh DAPI viability: -8

Results for O=c1c2ccccc2nc(-c2ccc([N+](=O)[O-])cc2)n1O ?
TAG inh: -2; TAG inh DAPI viability: 2

How did CCN1C(=O)/C(=C2/Sc3ccc(OC)cc3N2C)SC1=Nc1ccc(OC)cc1 do in these assays?
TAG inh: 6; TAG inh DAPI viability: 38

How did CCCCN1C(=S)NC[C@@H]1Cc1ccccc1 do in these assays?
TAG inh: 4; TAG inh DAPI viability: 0

What do the screens show for `Cc1cc(O)cc(O)c1C(=O)Cc1cscn1`?
TAG inh: 22; TAG inh DAPI viability: -5

Results for O=C(N/N=C/c1ccc2c(c1)OCO2)c1ccc2ccccc2n1 ?
TAG inh: -5; TAG inh DAPI viability: 0

How did COc1cc(N2C(=O)C=CC2=O)c(OC)cc1Cl do in these assays?
TAG inh: 27; TAG inh DAPI viability: -7

How did CCCc1nnc(NC(=O)OCC)s1 do in these assays?
TAG inh: 2; TAG inh DAPI viability: 3

Results for Cc1ccc(C)c(N2CCN(C(=O)C3CCCN(S(=O)(=O)c4c(C)[nH]c(=O)[nH]c4=O)C3)CC2)c1 (configuration not stated) ?
TAG inh: -40; TAG inh DAPI viability: -6

What do the screens show for `COc1ncnc2c1NC1=C(S2)C(=NCCC(=O)O)CC(C)(C)C1`?
TAG inh: 6; TAG inh DAPI viability: -4

How did CC(C)(C)NC(=O)NC(=O)COC(=O)Cn1c(C(F)(F)F)nc2ccccc21 do in these assays?
TAG inh: 11; TAG inh DAPI viability: -13

Results for CCCn1c(SCC(=O)Nc2nonc2C)nnc1-c1ccoc1C ?
TAG inh: 3; TAG inh DAPI viability: 5

Results for CSc1nc2ccc(NC(=O)C3=NNC(=O)CC3)cc2s1 ?
TAG inh: 9; TAG inh DAPI viability: -1

How did COc1ccc(C2/C=C\CN(S(=O)(=O)c3ccc(C)cc3)CC(=O)N2Cc2ccc(F)cc2)cc1 (configuration not stated) do in these assays?
TAG inh: -15; TAG inh DAPI viability: 0

Results for CC1CN(C(=O)c2cc(Br)c(Br)s2)CC(C)O1 (configuration not stated) ?
TAG inh: -4; TAG inh DAPI viability: 2

What do the screens show for `O=C(Cc1cccc2ccccc12)N/N=C1\CCCc2ccccc21`?
TAG inh: -8; TAG inh DAPI viability: 7

How did CCCC(=O)N1CCC1(C)C(=O)Nc1ccc2nc(C)ccc2c1 (configuration not stated) do in these assays?
TAG inh: -1; TAG inh DAPI viability: 8

Results for CCOC(=O)CCCCNC(=O)Nc1ccccc1 ?
TAG inh: 20; TAG inh DAPI viability: -13

Results for CC(C)(C)c1ccc(S(=O)(=O)NNC(=O)C2CCN(Cc3cccc(F)c3)CC2)cc1 ?
TAG inh: -12; TAG inh DAPI viability: 14

How did CC(=O)Nc1ccc(Nc2nc(C)nc3c2nnn3Cc2ccccc2Cl)cc1 do in these assays?
TAG inh: 6; TAG inh DAPI viability: -15

Results for COc1ccccc1CNC(=O)CN1C(=O)NC(c2ccccc2)(c2ccc(C)c(C)c2)C1=O (configuration not stated) ?
TAG inh: 54*; TAG inh DAPI viability: -11*

What do the screens show for `CCOC(=O)C(C)c1n[nH]c(=O)c2ccccc12` (configuration not stated)?
TAG inh: -3; TAG inh DAPI viability: 11

Results for COc1ccc(-n2nc(C(=O)NCC(=O)NCc3ccc(F)cc3)c3ccccc3c2=O)c(OC)c1 ?
TAG inh: -7; TAG inh DAPI viability: 10

Results for COC(=O)c1cc(-c2ccc(Cl)cc2)n(-c2ccc(S(N)(=O)=O)cc2)n1 ?
TAG inh: 7; TAG inh DAPI viability: -20

What do the screens show for `CC1(C)CC(NC(=O)c2cc([N+](=O)[O-])cc([N+](=O)[O-])c2)CC(C)(C)N1`?
TAG inh: 5; TAG inh DAPI viability: 2

What do the screens show for `CCOc1ccc(NS(=O)(=O)c2ccc(NC(=S)NC(=O)C(C)C)cc2)cc1`?
TAG inh: 0; TAG inh DAPI viability: -18

What do the screens show for `COC(=O)C(O)(CC(=O)c1ccc(OC)cc1)C(F)(F)F` (configuration not stated)?
TAG inh: -15; TAG inh DAPI viability: -7

Results for Cc1ccccc1CCN(CC(=O)NC1CCCCC1)C(=O)c1csnn1 ?
TAG inh: -11; TAG inh DAPI viability: -2

How did CC(C)C(=O)Nc1ccc(C(=O)Nc2nnc(C(C)C)s2)cc1 do in these assays?
TAG inh: 11; TAG inh DAPI viability: 11

What do the screens show for `CCCCn1c(SCC(=O)N(C)C2CCS(=O)(=O)C2)nc2cc(S(N)(=O)=O)ccc21` (configuration not stated)?
TAG inh: -2; TAG inh DAPI viability: -5

Results for O=C(CN1C(=O)NC2(CCCc3ccccc32)C1=O)N1CCc2ccccc2C1 (configuration not stated) ?
TAG inh: -5; TAG inh DAPI viability: 4

Results for Cc1ccc(NCc2n[nH]c(=S)n2-c2ccccc2)cc1 ?
TAG inh: -11; TAG inh DAPI viability: 1

What do the screens show for `CN(CC(=O)Nc1ccc(OC(F)(F)F)cc1)C(=O)C1CCC1`?
TAG inh: -24; TAG inh DAPI viability: -18

What do the screens show for `O=C(Nc1ccccc1)NC1(C(=O)NCCCN2CCOCC2)CCCCC1`?
TAG inh: 2; TAG inh DAPI viability: 8

Results for COc1ccc(C2=NN(C3=NN=C(N)Cc4ncnn43)C(O)(C(F)(F)F)C2)cc1 (configuration not stated) ?
TAG inh: 5; TAG inh DAPI viability: 1

Results for CCOC(=O)CCn1nc(-c2ccc(C)cc2)c2ccccc2c1=O ?
TAG inh: -6; TAG inh DAPI viability: 5

How did CC(=O)Nc1ccc(S(=O)(=O)N2CCN(S(=O)(=O)N3CCCCC3)CC2)cc1 do in these assays?
TAG inh: -8; TAG inh DAPI viability: -6

What do the screens show for `CCOC(=O)c1c(C(F)(F)C(F)(F)C(F)(F)C(F)(F)F)n[nH]c1C`?
TAG inh: -1; TAG inh DAPI viability: -5

How did CSc1ccccc1C(=O)NCCCn1ccnc1 do in these assays?
TAG inh: 12; TAG inh DAPI viability: -5

How did Cc1ccc(N2CC(C(=O)Nc3cc(C)ccc3F)CC2=O)cc1 (configuration not stated) do in these assays?
TAG inh: 24; TAG inh DAPI viability: -14

Results for COc1ccc(-c2nnc3sc(COc4ccc(C)cc4)nn23)cc1 ?
TAG inh: -10; TAG inh DAPI viability: 4

Structures shown so far that contain a Cl atom, in the order listed:
What do the screens show for `O=C(/C=C/c1ccccc1Cl)Nc1cccnc1`?
TAG inh: -1; TAG inh DAPI viability: -4

Results for O=C(Nc1ccc(Cl)cc1)N1CCN(Cc2ccc3c(c2)OCO3)CC1 ?
TAG inh: -21; TAG inh DAPI viability: 9

How did COc1ccc(NC(=O)CN2CCN(S(=O)(=O)c3cccs3)CC2)cc1Cl do in these assays?
TAG inh: 2; TAG inh DAPI viability: 3

How did O=C(Cn1nnc(-c2ccc(Cl)cc2)n1)NC(=O)NC1CCCC1 do in these assays?
TAG inh: 3; TAG inh DAPI viability: 6

How did COc1ccc(Cl)cc1NC(=O)CSc1nnc(C2CC2)n1N do in these assays?
TAG inh: 21; TAG inh DAPI viability: -4

What do the screens show for `CN(CC(=O)N1CCN(c2ncccn2)CC1)S(=O)(=O)c1ccc(Cl)cc1`?
TAG inh: -10; TAG inh DAPI viability: -5

Results for Cn1cnnc1SCC(=O)N1N=C(c2ccc(Cl)cc2)CC1c1ccco1 (configuration not stated) ?
TAG inh: -2; TAG inh DAPI viability: -2

How did COc1cc(N2C(=O)C=CC2=O)c(OC)cc1Cl do in these assays?
TAG inh: 27; TAG inh DAPI viability: -7

How did CC(=O)Nc1ccc(Nc2nc(C)nc3c2nnn3Cc2ccccc2Cl)cc1 do in these assays?
TAG inh: 6; TAG inh DAPI viability: -15

Results for COC(=O)c1cc(-c2ccc(Cl)cc2)n(-c2ccc(S(N)(=O)=O)cc2)n1 ?
TAG inh: 7; TAG inh DAPI viability: -20
